Screening data deposited in PubChem by National Center for Advancing Translational Sciences (NCATS).
FH mod: Identification of activators of human fumarate hydratase by quantitative high-throughput screening. 54,000 compounds, 0.22% hits. FH coupled MDH/diaphorase resazurin fluorescence, 15 min. Potency, µM (doses to about 79.9 µM), for inactives: at the highest dose activity change, negative = inhibition, usual class: inhibitors; also: potency is read from the fitted curve at half-maximal effect; % is scaled to controls: 0 for no effect and ±100 for the full control effect; the screen sought activators but most active calls are inhibition curves; nearly all actives have a fitted effect of over 45% in size
GALK inh: inhibits human galactokinase; P51570; recombinant GALK, Kinase-Glo ATP luminescence, 1 h; Potency, µM (doses to about 57.5 µM), inactives show at the highest dose activity, negative = inhibition, actives largely listed as inhibitors; 44,000 tested, under 10 active;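 also: plate controls were full GALK reaction for no effect and reaction lacking GALK for full effect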
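Luminescent ATP-depletion readout (Kinase-Glo Plus, 10 min) after 1 h RT reaction of 5 nM GALK, 35 uM ATP, 100 uM galactose, pH 8.0 HEPES buffer. Decreased kinase activity scored as inhibition.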
B2AR arrestin ag: beta-arrestin recruitment by human beta2-adrenergic receptor ligands; P07550; HTLA Tango cells, beta-arrestin recruitment, luciferase luminescence, 18 h; Potency, µM (doses to about 46.1 µM), for inactives: top-dose activation, hits mostly activators; 44,000 tested, under 10 active; AID 1347077;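 also: potency is read from the fitted curve at half-maximal effect; 0% = DMSO and full agonism = EC100 isoproterenol or metaproterenol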
Target sequence (P07550 whole entry, looked up): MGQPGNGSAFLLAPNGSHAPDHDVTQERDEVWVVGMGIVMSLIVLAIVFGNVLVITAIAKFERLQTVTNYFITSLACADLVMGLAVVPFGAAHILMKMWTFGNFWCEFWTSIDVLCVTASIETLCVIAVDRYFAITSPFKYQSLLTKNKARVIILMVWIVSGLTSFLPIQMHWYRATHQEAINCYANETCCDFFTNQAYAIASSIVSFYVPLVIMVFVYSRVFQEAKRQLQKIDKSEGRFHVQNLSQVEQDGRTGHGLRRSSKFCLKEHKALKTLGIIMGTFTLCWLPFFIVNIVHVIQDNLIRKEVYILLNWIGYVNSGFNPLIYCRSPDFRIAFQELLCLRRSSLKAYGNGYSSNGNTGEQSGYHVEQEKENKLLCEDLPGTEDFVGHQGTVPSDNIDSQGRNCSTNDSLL
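Ligand-induced beta-arrestin recruitment to recombinant beta2-AR is measured via a tTA-driven luciferase reporter in Tango cells after 18 hr compound exposure at 37 degrees C. Concentrations span up to 46 microM.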
NTMT1 inh: blocks human N-terminal methyltransferase 1 activity; Q9BV86; NTMT1 MTase-Glo SAH luminescence, purified enzyme; Potency, µM (series often up to 114 µM), for inactives: top-dose activity change, negative = inhibition, hits mostly inhibitors; 59,000 compounds, 2.5% hits;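 also: potency is read from the fitted curve at half-maximal effect; plate controls were DMSO vehicle for no effect and no enzyme for full effect; nearly all actives have a fitted effect of over 65% in size; many of its hits are not listed in these tables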
Target sequence (Q9BV86 whole entry, looked up): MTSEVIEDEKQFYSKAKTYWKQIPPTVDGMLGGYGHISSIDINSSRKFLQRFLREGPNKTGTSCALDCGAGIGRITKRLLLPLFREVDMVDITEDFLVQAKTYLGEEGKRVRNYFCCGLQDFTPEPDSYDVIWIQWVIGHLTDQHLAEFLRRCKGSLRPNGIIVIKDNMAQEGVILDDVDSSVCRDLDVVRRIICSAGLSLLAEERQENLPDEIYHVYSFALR
p53null 32C kill: p53 null cell cytotoxicity, permissive temperature. AID 903. 55,000 compounds, 0.62% hits. Potency, µM (titrated, usually from 46.1 µM), for the others: top-dose activity change, negative = cytotoxicity, most hits filed as cytotoxic. H1299-neo p53 null cells, ATP luminescence, 24 h, 32C;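 also: potency is read from the fitted curve at half-maximal effect; 0% = DMSO only and -100% = full killing by 100 µM tamoxifen; nearly all actives have a fitted effect of over 55% in size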
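ATP-content luminescence in p53-null H1299-neo cells after 24 h compound exposure (up to 46 uM) at 32C permissive temperature; 0% and 100% killing set by DMSO and 100 uM tamoxifen; Hill-equation AC50.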
PTAP-TSG101 blk: TSG101-PTAP interaction inhibition, HIV-1 budding; 44,000 tested, under 10 active; Fluorescence polarization, FITC-PTAP peptide/Tsg101, 20 min; Potency, µM (series often up to 115 µM), for inactives: at the highest dose activity change, negative = inhibition, most hits filed as inhibitors; also: potency is read from the fitted curve at half-maximal effect; 0% is about no effect
Target sequence (Q99816 whole entry, looked up): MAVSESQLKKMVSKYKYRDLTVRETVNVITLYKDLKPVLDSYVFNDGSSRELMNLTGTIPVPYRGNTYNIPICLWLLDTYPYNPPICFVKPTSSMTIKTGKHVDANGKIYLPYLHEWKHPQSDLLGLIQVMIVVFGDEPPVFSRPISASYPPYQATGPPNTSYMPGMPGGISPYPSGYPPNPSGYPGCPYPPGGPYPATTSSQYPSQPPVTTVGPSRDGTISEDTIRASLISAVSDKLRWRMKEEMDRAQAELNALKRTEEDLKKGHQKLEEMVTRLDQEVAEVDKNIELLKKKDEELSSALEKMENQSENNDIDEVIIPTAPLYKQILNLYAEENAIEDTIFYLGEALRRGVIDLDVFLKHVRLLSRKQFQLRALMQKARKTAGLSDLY
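Read-out is FITC fluorescence polarization. Compounds were added to Tsg101 binding domain (10 uM final), then FITC-PTAP peptide (50 nM final), 20 min at r.t. Total S+P intensity flags fluorescent compounds.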
p53null 39C kill: selectivity test: cytotoxicity in p53 null cells, nonpermissive temperature. H1299 p53-null (neo) cells, 39C, ATPlite viability, 24 h. Potency, µM (titrated, usually from 46.1 µM), inactives show top-dose activity, negative = cell killing, usual class: cytotoxic. 55,000 compounds, 0.97% hits;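 also: potency is read from the fitted curve at half-maximal effect; 0% = DMSO only and -100% = full killing by 100 µM tamoxifen; nearly all actives have a fitted effect of over 50% in size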
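Luminescent ATP signal reported cell survival after H1299 lines (neo, p53 null; or p53 A138V) received up to 46 uM compound and 24 hr incubation at 39C.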
Numbers without * were called inactive; ? = inconclusive; · = no result given; [ ] = another dose, or the depositor's remark. Calls follow the shape of the dose curve; as a rule, active = well fitted curve in the direction sought with a large enough effect; inconclusive = small, poorly fitted or top-dose-only effect, or another doubt; inactive = no such curve, though single readings can be large; an effect the other way counts as inactive or inconclusive.

SMILES	FH mod	GALK inh	B2AR arrestin ag	NTMT1 inh	p53null 32C kill	PTAP-TSG101 blk	p53null 39C kill
Cc1cccc(Cn2c(CN3CCC(C(=O)NCCc4ccccc4)CC3)cc3ccccc32)c1	-24%	-1%	-3%	-13%	11%	4%	-4%
CN1C(=O)CC(C(=O)Nc2ccc(C(=O)O)cc2)SC1=Nc1ccc(Cl)cc1 (configuration not stated)	6%	1%	0%	-4%	0%	0%	-6%
COc1ccccc1CNC(=O)CCn1nc(C)c2c(C)n(-c3ccccc3)nc2c1=O	-9%	1%	-1%	6%	2%	1%	11%
CN(C)c1ccc(CNC(=O)C2CCCN(S(=O)(=O)c3ccc4c(c3)oc(=O)n4C)C2)cc1 (configuration not stated)	-5%	6%	1%	-25%	-10%	-1%	-9%
Cc1ccc(NC(=O)CCCc2nnc3n(C)c(=O)c4sccc4n23)cc1F	-13%	-1%	0%	-4%	-4%	2%	8%
Cc1ccc(Cn2c(CNS(=O)(=O)c3c(C)cc(C)cc3C)nc3cccnc32)cc1	-8%	-1%	-1%	12%	-5%	18%	4%
CC1CCN(CCCNC(=O)CN2C(=O)CSc3ccc(S(=O)(=O)N4CCOCC4)cc32)CC1	4%	1%	-1%	-1%	1%	-1%	-1%
FC(F)(F)c1cccc(Nc2c3c(nc4ccc(Cl)cc24)CCC3)c1	?	9%	0%	-3%	?	-2%	?
O=C1CC(c2ccc(Br)cc2)c2c(ccc3ccccc23)N1 (configuration not stated)	?	?	0%	-1%	63%[activator]	-8%	50%[activator]
CCOC(=O)c1c(NC(=O)CSc2cn(CCNC(=O)c3ccc(OC)c(OC)c3)c3ccccc23)sc2c1CCCC2	?	8%	0%	-8%	·	-6%	·
Cc1ccc(CNC(=O)CSCc2ccccc2C)cc1	-2%	1%	2%	4%	-13%	-3%	-7%
Cc1nc(N2CCCC2)ncc1C(=O)Nc1ccccc1	2%	0%	5%	26%	-5%	-7%	-8%
Cc1ccccc1CN1C(=O)C(O)(CC(=O)c2cccc(Br)c2)c2ccccc21 (configuration not stated)	32µM*	1%	-1%	0%	?	7%	32µM*
Cc1cc2nn(-c3ccccc3)nc2cc1NC(=O)COc1ccc(Cl)cc1	1%	-1%	0%	5%	0%	0%	29%
COc1ccc(C(=O)NCc2ccc3c(c2)CCN3C(=O)c2ccncc2)cc1	3%	-2%	-1%	7%	0%	1%	9%
COCCn1ccc2c(OCC(=O)Nc3ccccc3F)cccc2c1=O	0%	1%	-1%	-5%	-8%	0%	?
Cc1ccsc1CN1CCc2nc(Nc3ccccc3)ncc2C1	-2%	0%	0%	-9%	-27%	-6%	-23%
Cc1ccc2c(c1)N(CCC(=O)NCc1ccc(F)cc1)C(=O)CO2	-19%	6%	-2%	-12%	27%	0%	-18%
Cc1ccc(NC(=O)CN(C)S(=O)(=O)c2cccc3cccnc23)cc1F	-10%	-2%	0%	1%	-5%	-4%	4%
COc1cccc(CNC(=O)CCC(=O)N2Cc3cccc(OC)c3Oc3ncccc32)c1OC	-6%	3%	1%	16%	-1%	-8%	-6%

Limited to p53null 39C kill and GALK inh, for some of the entries so far:
structure	p53null 39C kill	GALK inh
Cc1ccccc1CN1C(=O)C(O)(CC(=O)c2cccc(Br)c2)c2ccccc21 (configuration not stated)	32µM*	1%
Cc1cc2nn(-c3ccccc3)nc2cc1NC(=O)COc1ccc(Cl)cc1	29%	-1%

Following part.
SMILES	FH mod	GALK inh	B2AR arrestin ag	NTMT1 inh	p53null 32C kill	PTAP-TSG101 blk	p53null 39C kill
Cc1ccc2nc(COc3cccc(NC(=O)c4ccccc4Cl)c3)cc(=O)n2c1	-8%	0%	0%	7%	7%	-10%	?
Cc1ccccc1C(=O)Nc1ccc2nc(SCCOc3ccccc3)sc2c1	1%	1%	-4%	14%	-10%	2%	-9%
CCOC(=O)c1cc(-c2ccc(C)cc2)nn1Cc1ccccc1	-28%	8%	0%	9%	-9%	-3%	20%
CCc1cnc2c(c1SCCC(C)C)c(=O)n(C)c(=O)n2C	-7%	-2%	-4%	-3%	0%	-15%	-10%
O=C(CC1N=C2c3ccccc3N=C(SCc3ccccc3F)N2C1=O)NCc1ccc2c(c1)OCO2 (configuration not stated)	?	-2%	-2%	-3%	6%	1%	0%
Cc1c(C(=O)O)oc2c1-c1nn(Cc3ccc(Cl)cc3)cc1CC2	-39%	3%	-4%	50µM*	14%	-1%	-5%
Cc1nc2ccccc2c(=O)n1-c1ccc(NC(=O)C(F)(F)F)cc1	-6%	-3%	-3%	6%	7%	0%	36%[activator]
COc1ccc(-n2c(=O)c3sc4ccccc4c3n(CC(=O)Nc3cccc(C)c3)c2=O)cc1	-4%	-1%	11%	7%	-4%	-3%	-8%
Cn1cc(C(=O)NCc2ccccc2Cl)c(=O)c2cc(S(=O)(=O)N3CCCCCC3)ccc21	-22%	9%	1%	6%	-2%	-1%	-8%
O=C(Cn1c(=O)n(Cc2ccco2)c(=O)c2ccccc21)Nc1ccc(Cl)cc1Cl	-2%	0%	0%	0%	-29%	-4%	?
CCOc1cc2sc(N3CCC(C(=O)Nc4ccc(CC)cc4)CC3)nc2cc1Br	-1%	10%	0%	9%	-12%	-2%	-40%
CCOc1ccc(Nc2c(S(=O)(=O)c3ccc(C)cc3)cnc3cc(OC)c(OC)cc23)cc1	?	-1%	-2%	9%	52%[activator]	-5%	50%[activator]
Cc1ccc(Cl)cc1N1CCN(S(=O)(=O)c2ccc3[nH]c4c(c3c2)CCCC4)CC1	-20%	1%	-1%	?	1%	0%	12%
COc1ccccc1N1CCN(C(=O)c2cc3c(=O)n(C)c4ccccc4c3s2)CC1	-11%	9%	-2%	-4%	6%	-1%	1%
CCN(c1ncnc2c1cnn2-c1ccc(C)cc1)C1CCCCC1	2%	-4%	0%	-1%	?	-2%	-3%
COc1ccc(-c2noc(CN(C(=O)c3ccc(C)cc3C)C(C)C)n2)cc1	-10%	0%	1%	8%	4%	1%	26%
CCn1c(=O)c2sccc2n2c(CCCC(=O)N3CCN(c4cc(Cl)ccc4C)CC3)nnc12	-3%	2%	1%	-5%	1%	-8%	-27%
CCOC(=O)c1c(C)oc2nc(C)nc(NCc3ccccc3OCC)c12	?	0%	0%	-13%	11%	-9%	-8%
CCc1c(C)nc2nncn2c1Nc1cccc(C)c1	-2%	-6%	-1%	-27%	-5%	-3%	?
CCOC(=O)c1ccc(N2CCN(c3cccc(OC)c3)CC2)c(NC(=O)Nc2ccc(OCC)cc2)c1	·	-5%	1%	·	-3%	0%	-12%

In another format: results already given
| SMILES | FH mod | GALK inh | B2AR arrestin ag | NTMT1 inh | p53null 32C kill | PTAP-TSG101 blk | p53null 39C kill |
| --- | --- | --- | --- | --- | --- | --- | --- |
| COc1ccc(C(=O)NCc2ccc3c(c2)CCN3C(=O)c2ccncc2)cc1 | 3% | -2% | -1% | 7% | 0% | 1% | 9% |
| COCCn1ccc2c(OCC(=O)Nc3ccccc3F)cccc2c1=O | 0% | 1% | -1% | -5% | -8% | 0% | ? |
| Cc1ccsc1CN1CCc2nc(Nc3ccccc3)ncc2C1 | -2% | 0% | 0% | -9% | -27% | -6% | -23% |
| Cc1ccc2c(c1)N(CCC(=O)NCc1ccc(F)cc1)C(=O)CO2 | -19% | 6% | -2% | -12% | 27% | 0% | -18% |

The list goes on.
SMILES	FH mod	GALK inh	B2AR arrestin ag	NTMT1 inh	p53null 32C kill	PTAP-TSG101 blk	p53null 39C kill
CC(=O)c1cccc(NC(=O)Cn2cc(C(=O)c3cccc(Cl)c3)c(=O)c3ccc(C)nc32)c1	-9%	5%	0%	18%	21%	61%[activator]	2%
CCOc1ccc(N2C(=O)N(Cc3c(F)cccc3Cl)c3ccccc3S2(=O)=O)cc1	-12%	3%	-2%	8%	0%	-2%	7%
Cc1ccc(-n2nc3ccc(NC(=O)c4oc5ccc(C)cc5c4C)cc3n2)cc1	10%	2%	-1%	?	3%	0%	-8%
COc1ccccc1NC(=O)c1ccccc1NC(=O)c1ccccc1	1%	2%	-1%	?	5%	1%	-1%
Cc1ccc(-c2cc(C(F)(F)F)n3ncc(-c4ccc(Cl)cc4)c3n2)cc1	-14%	3%	0%	-27%	1%	1%	-4%
Cc1ccc(OCCSc2nc3ccc(NC(=O)c4cccs4)cc3s2)cc1	-2%	-3%	-4%	8%	-12%	2%	14%
CC(C)c1ccc(S(=O)(=O)Nc2ccc(O)c(Sc3nc4ccccc4s3)c2)cc1	?	-1%	-2%	-3%	38%[activator]	-9%	84%[activator]
O=S(=O)(Nc1c(F)cccc1F)c1ccc2c(c1)OCCO2	-2%	2%	1%	3%	-1%	-7%	-8%
Cc1nnc(N2CCC(C(=O)Nc3ccc(F)cc3)CC2)c2nn(-c3ccc(Cl)cc3)c(C)c12	-6%	-1%	0%	4%	12%	0%	?
CCOC(=O)c1nnc2c(-c3ccc(F)cc3)c(C)nn2c1N	-17%	9%	1%	5%	·	1%	·
COc1ccc(-c2[nH]c(-c3ccc(C)cc3)nc2SCC(=O)NCC2CCCO2)cc1 (configuration not stated)	-3%	?	1%	-1%	21%	1%	-9%
Cc1ccc(-n2c3nc(=O)[nH]c(=O)c-3cc3c(C)nn(-c4ccccc4)c32)cc1C	?	1%	1%	-14%	10%	-7%	8%
CCc1ccc(CNC(=O)CSc2c3c(nc4ccc(Cl)cc24)CCCC3)cc1	-4%	8%	-2%	7%	4%	1%	5%
O=C(Nc1ccc2oc(-c3cccnc3)nc2c1)c1ccc(-c2ccccc2)o1	7%	0%	1%	?	0%	13%	-18%
COc1cc(OC)cc(-n2c(=O)c3sccc3n(Cc3c(C)cc(C)cc3C)c2=O)c1	0%	0%	1%	7%	6%	2%	-14%
COc1ccc(C(=O)NCCn2cc(SCC(=O)Nc3ccc4c(c3)OCCO4)c3ccccc32)cc1	-32%	9%	-2%	?	·	3%	·
COc1ccc(OC)c(CCNc2nccn(-c3ccc(C)c(C)c3)c2=O)c1	-13%	-3%	1%	-4%	-6%	0%	-3%
Cc1ccc(Nc2c(-c3ccc(N4CCOCC4)cc3)nc3ncccn23)cc1C	-19%	1%	-2%	-1%	7%	1%	-8%
CCOC(=O)c1c(NC(C)=O)c2c3c(sc2n1Cc1nc(-c2cccc(Cl)c2)oc1C)CCCC3	-7%	-10%	1%	-11%	-13%	-1%	8%
CC(=O)c1ccc(NC(=O)CSc2ccc3nnc(CCNS(=O)(=O)c4ccc(C)cc4)n3n2)cc1	-16%	-5%	-1%	-13%	-7%	-2%	?
COC(=O)c1ccccc1NC(=O)c1ccc2nc(CCc3ccccc3)oc2c1	-33%	-5%	-1%	2%	6%	-3%	4%
COc1ccc(-n2c(SCC(=O)NCc3ccc(F)cc3)nc3c([nH]c4ccccc43)c2=O)cc1	-1%	-1%	0%	?	9%	1%	31%[activator]
Cc1cc(=O)n(CC(=O)NC(C)c2ccccc2)c2c1c(C)nn2-c1cccc(F)c1 (configuration not stated)	0%	1%	-1%	-30%	-2%	-5%	-1%
COc1ccc(Cl)cc1NC(=O)c1cc2c(=O)n3ccccc3nc2s1	-12%	3%	0%	?	-20%	-4%	13µM*
CC(=O)Nc1cc(-c2ccccc2)nn1Cc1cccc(Cl)c1	-10%	0%	1%	-12%	5%	-6%	?

These rows are one share of the data (hit frequency here may not be typical).
